# TRHR agonist = qHTS for Small Molecule Agonists and Allosteric Enhancers of Human TRH Receptor: Primary Screen for Agonists; Thyrotropin-releasing hormone receptor (Homo sapiens), P34981; TRHR cells, calcium flux fluo-8, FDSS agonist mode; activation, % at 2 µM; 0.18% of 360,000 active; in the data active = activation above about 30%; also: 0% is about no effect
#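 TRHR-expressing cells loaded with fluo-8 calcium dye; 23 nL library compound pin-transferred, kinetic FDSS fluorescence (Ex 480/Em 530) recorded about 180 s for agonist-induced calcium release, before a 10 nM TRH EC20 addition for potentiator mode.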
# APEX1 inh = qHTS Assay for Inhibitors of the Human Apurinic/apyrimidinic Endonuclease 1 (APE1); recombinant APE1, TAMRA/BHQ-2 abasic DNA cleavage fluorescence; Potency, µM (top dose mostly 65.8 µM), for inactives: top-dose activity change, negative = inhibition, hits mostly inhibitors; 0.35% of 350,000 active; AID 2517, 2012;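 also: potency is read from the fitted curve at half-maximal effect; plate controls were vehicle for no effect and reference inhibitor for full effect; nearly all actives have a fitted effect of over 55% in size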
#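 Kinetic fluorescence read (525 ex/598 em nm, three reads 60 s apart) of AP-site incision; signal = third minus first read. Enzyme 0.75 nM, dual-labelled THF duplex 50 nM, compound preincubation 15 min RT.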
# Pol kappa inh = qHTS for Inhibitors of Polymerase Kappa. DNA polymerase kappa (Homo sapiens), Q9UBT6. purified Pol kappa, fluorescent DNA synthesis assay, 10 min. Potency, µM (top dose mostly 107 µM), without a hit: top-dose activity, negative = inhibition, actives largely listed as inhibitors. 0.53% of 400,000 active. AID 588579, 2011; also: potency is read from the fitted curve at half-maximal effect; % is scaled to controls: 0 for no effect and ±100 for the full control effect
# Target sequence (Q9UBT6 whole entry, looked up): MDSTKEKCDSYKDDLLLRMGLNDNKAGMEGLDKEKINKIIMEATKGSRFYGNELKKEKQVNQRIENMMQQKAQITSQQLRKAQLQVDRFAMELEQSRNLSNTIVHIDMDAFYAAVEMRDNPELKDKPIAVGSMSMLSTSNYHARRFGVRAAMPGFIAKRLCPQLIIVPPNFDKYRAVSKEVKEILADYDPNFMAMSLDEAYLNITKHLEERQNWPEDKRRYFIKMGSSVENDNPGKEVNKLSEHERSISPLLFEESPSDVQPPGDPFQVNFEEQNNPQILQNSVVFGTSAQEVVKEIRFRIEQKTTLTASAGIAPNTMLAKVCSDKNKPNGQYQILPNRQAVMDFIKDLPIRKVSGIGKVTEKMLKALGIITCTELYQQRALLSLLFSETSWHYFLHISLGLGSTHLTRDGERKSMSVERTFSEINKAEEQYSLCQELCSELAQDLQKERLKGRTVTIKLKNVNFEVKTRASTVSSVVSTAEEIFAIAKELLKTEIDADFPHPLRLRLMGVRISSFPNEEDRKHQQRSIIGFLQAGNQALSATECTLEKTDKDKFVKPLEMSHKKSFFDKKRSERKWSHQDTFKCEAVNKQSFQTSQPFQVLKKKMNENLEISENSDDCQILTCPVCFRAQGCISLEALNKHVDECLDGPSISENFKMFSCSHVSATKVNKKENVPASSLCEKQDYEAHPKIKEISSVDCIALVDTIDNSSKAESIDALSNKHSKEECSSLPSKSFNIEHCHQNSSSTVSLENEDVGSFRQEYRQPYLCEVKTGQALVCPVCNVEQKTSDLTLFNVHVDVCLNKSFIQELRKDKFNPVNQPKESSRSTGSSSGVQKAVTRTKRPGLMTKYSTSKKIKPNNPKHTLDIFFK
#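 Inhibition of 10 nM Pol kappa is measured by a fluorescent read-out at 0 and 10 min following addition of 50 nM substrate (final), with a 15-min room-temperature compound preincubation.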
# BLM inh = qHTS Assay for Inhibitors of Bloom's syndrome helicase (BLM); recombinant BLM DNA unwinding, fluorescence dequenching; RecQ-like DNA helicase BLM (Homo sapiens), P54132; 0.2% of 350,000 active; AID 2528, 2010; Potency, µM (top dose mostly 56.1 µM), for the others: at the highest dose activity change, negative = inhibition, actives largely listed as inhibitors;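 also: potency is read from the fitted curve at half-maximal effect; plate controls were vehicle for no effect and no enzyme for full effect; nearly all actives have a fitted effect of over 35% in size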
# POLB inh = qHTS Assay for Inhibitors of DNA Polymerase Beta | P06746 | Pol beta primer extension/strand displacement, fluorescence kinetic | Potency, µM (highest dose often 114 µM), for inactives: top-dose activity change, negative = inhibition, most hits filed as inhibitors | 1.3% of 340,000 active; also: potency is read from the fitted curve at half-maximal effect; % is scaled to controls: 0 for no effect and ±100 for the full control effect
#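 Pol beta (10 nM) and compounds were preincubated 15 min at room temperature, then 50 nM substrate (final) started primer extension/strand displacement. Reads were taken at 0 and 10 min; concentration-response data were fitted to a four-parameter Hill equation.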
# ERG-DNA inh = qHTS for Small Molecule Inhibitors of the ERG Ets/DNA interaction | Transcriptional regulator ERG (Homo sapiens), P11308 | fluorescence polarization, His-ERG Ets domain / labelled DNA | Potency, µM (series often up to 76.9 µM), without a hit: top-dose FP activity, negative = inhibition, hits mostly inhibitors | 0.028% of 370,000 active; active = well fitted inhibition curve with a large enough effect in the polarisation, with a control signal flat; inconclusive = small, poorly fitted or top-dose-only effect, or effect the other way, or a change in a side signal; inactive = no such curve, though single readings can be large or run the other way; the % refers to the polarisation;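 also: polarization taken with two DNA probes labelled with fluorescein and Texas red; potency is read from the fitted curve at half-maximal effect; % of control where 0% means no effect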
#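 His-tagged ERG Ets domain (1 uM in the protein solution; 300mM KCl, 50mM Tris-HCl, 1mM EDTA, 1mM DTT, pH 7.5) received compound, then a probe mix of 5 nM fluorescein-DNA and 100nM Texas-615-DNA. Fluorescence polarization was read for both dyes.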
# 12-LOX inh = Primary qHTS assay for inhibitors of human arachidonate 12S-lipoxygenase (ALOX12): Round 2; purified 12hLO, xylenol orange hydroperoxide absorbance; Potency, µM (series often up to 108 µM), for inactives: at the top dose activity change, negative = inhibition, hits mostly inhibitors; 1.1% of 580,000 active; AID 1671190, 2021; also: potency is read from the fitted curve at half-maximal effect; % is scaled to controls: 0 for no effect and ±100 for the full control effect
#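 Purified human 12hLO at 150 nM in 25 mM Hepes, 0.01% Triton X-100, pH 7.0, preincubated 15 min at room temperature with compound. Reaction started with 40 uM arachidonic acid, 30 min at room temperature. Hydroperoxide measured by Fe-xylenol orange, 573/405 nm absorbance ratio.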
# POLI inh = qHTS for Inhibitors of Polymerase Iota. DNA polymerase iota (Homo sapiens), Q9UNA4. Pol iota fluorescent replication assay, 10 min. Potency, µM (top dose mostly 115 µM), inactives show at the top dose activity, negative = inhibition, most hits filed as inhibitors. 1% of 390,000 active. AID 588590, 2011; also: potency is read from the fitted curve at half-maximal effect
#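 Fluorescent replication assay read twice, at 0 min and 10 min after adding 50 nM (final) substrate. Enzyme (10 nM) and compounds were first incubated 15 min at room temperature; enzyme-free buffer wells were negative controls.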
# Apoferritin bind = qHTS Assay for Identification of Novel General Anesthetics; Potency, µM (highest dose often 77.5 µM), without a hit: at the top dose activity change, negative = displacement, usual class: inhibitors; apoferritin/1-aminoanthracene competitive binding, fluorescence; AID 485281, 2010; 0.074% of 350,000 active; also: potency is read from the fitted curve at half-maximal effect; % is scaled to controls: 0 for no effect and ±100 for the full control effect; nearly all actives have a fitted effect of over 20% in size
# Target sequence (P02791 2-175 limits assumed): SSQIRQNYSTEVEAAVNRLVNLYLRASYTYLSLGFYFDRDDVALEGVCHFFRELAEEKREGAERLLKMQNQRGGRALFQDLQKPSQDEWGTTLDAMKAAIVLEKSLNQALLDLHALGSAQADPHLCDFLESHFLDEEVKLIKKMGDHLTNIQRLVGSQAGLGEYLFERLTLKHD
#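 Read-out: endpoint 1-AMA fluorescence, excitation 380 nm and emission 535 nm, after compounds sit 10 min at room temperature with 10 uM horse-spleen apoferritin in 50% saturated 1-AMA/PBS. Values come from four-parameter Hill fits.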
# * hit, by the source's call; ? = inconclusive; . = not tested or not shown; & = joins results of further samples; [ ] = another dose, or the depositor's remark. Unless noted, calls follow the shape of the dose curve; as a rule, active = well fitted curve in the direction sought with a large enough effect; inconclusive = small, poorly fitted or top-dose-only effect, or another doubt; inactive = no such curve, though single readings can be large; an effect the other way counts as inactive or inconclusive. These rows are one share of the data; rates above refer to the full screens.
entry	TRHR agonist	APEX1 inh	Pol kappa inh	BLM inh	POLB inh	ERG-DNA inh	12-LOX inh	POLI inh	Apoferritin bind	Compound
1	0.2	?	?	22µM*	?	4%	35µM*	?	-16%	COc1ccc(O)c(C(=O)c2cc(SCC(=O)O)c3nc4sc5c(c4c(=O)n3c2)CCCC5)c1
2	-0.3	-4%	2%	-7%	-2%	1%	0%	-9%	-6%	Cc1ccc(S(=O)(=O)N2CCCC2C(=O)Nc2nc3c(s2)CCCC3)cc1 (centres undefined)
3	-0.7	0%	-3%	-5%	2%	-1%	-2%	4%	1%	O=C(O)c1nn2c(C(F)(F)F)cc(-c3cccs3)nc2c1Cl
4	4.1	.	7%	-7%	7%	1%	-15%	26%	27%	COc1cccc(-c2noc(COc3ccc(C(C)(C)C)cc3)n2)c1
5	-0.1	1%	-20%	2%	5%	-8%	?	-13%	-11%	Cc1nc2ccccc2nc1N1CCC(C)CC1
6	-1.8	9%	-5%	.	.	1%	49%	37%[activator]	.	CCOc1cc2c(cc1OCC)CN(C(=O)c1cccc(S(=O)(=O)N3CCCC3)c1)CC2
7	0.2	1%	-21%	-2%	-24%	2%	0%	1%	-16%	Cc1cccc(-n2c(CCCN3C(=O)c4ccccc4C3=O)nc3ccccc3c2=O)n1
8	0.2	3%	2%	0%	47%	7%	-16%	10%	-12%	COc1cccc(CC(NC(C)=O)C(=O)NC2CCN(C(=O)c3ccc(Cl)cc3)CC2)c1 (centres undefined)
9	0.0	4%	-7%	-1%	?	-1%	8%	21%	-6%	Cc1ccc(NC(=O)c2oc3ccc(S(=O)(=O)N4CCOCC4)cc3c2C)cc1C
10	0.0	?	-17%	-3%	23%	.	16%	9%	-22%	CCOC(=O)C1=C(CSc2nc3ccccc3s2)NC(=O)NC1c1cccc([N+](=O)[O-])c1 (centres undefined)
11	1.2	-1%	-10%	.	.	1%	4%	-10%	.	O=C(NCC(=O)N1CCCCCCC1)c1ccccc1Cl
12	-1.2	3%	-24%	-10%	18µM*	-5%	-1%	?	-21%	COc1ccc(C=O)cc1COc1ccc(F)cc1F
13	0.0	-3%	0%	1%	24%	-9%	112%[activator]	0%	-16%	CC(=O)Nc1cc2c(cc1C(=O)c1ccccc1)OCCO2
14	-0.5	-1%	2%	.	.	-5%	1%	7%	.	Cc1ccc(OCCC(=O)OCC(=O)NNC(=O)c2ccccc2)cc1
15	0.0	-10%	?	-2%	32µM*	-2%	-1%	?	-1%	Cc1nnc(SCC2=C(C(=O)O)N3C(=O)C(NC(=O)Cn4ncc(Cl)c4C)C3SC2)s1 (centres undefined)
16	1.6	20%	-3%	-6%	?	2%	-19%	37%[activator]	-3%	Cc1nc(S(=O)(=O)Cc2ccccc2)nc2c1CCC2
17	0.1	4%&-5%	14%	.	.	-15%	-19%	15%	.	CCCCCCCCCCCCCC(=O)O
18	-0.9	-11%	?	1%&-23%	-4%	7%	?	?	?	NC(=S)N=Nc1ccc(NN=C(N)N)cc1
19	1.8	4%	-8%	-3%	2%	-6%	0%	-7%	-1%	CCCSc1nnc(NC(=O)Nc2ccc(F)cc2)s1
20	0.9	-9%	-8%	-1%	63%	-5%	20%	31%[activator]	-3%	Cc1ccc(OCC(=O)NCCNC(=O)c2ccco2)cc1C
21	0.1	44%[activator]	0%	.	.	7%	-11%	16%	.	O=C(NCC(=O)N1CCN(S(=O)(=O)c2ccccc2F)CC1)c1ccc2ccccc2c1
22	-0.6	-7%	-7%	3%	14%	.	0%	4%	4%	CCOc1ccc(OCC)c(NC(=O)CSc2nc3c(c(=O)n(C)c(=O)n3C)n2C(C)C)c1
23	-0.4	20%	2%	1%	4%	6%	5%	21%	-12%	Cc1ccccc1OCC(=O)Nc1ccccc1C(=O)N1CCCCC1
24	-0.3	.	-3%[60.1 µM]	-3%	-23%	0%	-24%	29%	3%	CCc1nn2c(=O)cc(COC(=O)c3ccc(NC(=O)C4CCCCC4)cc3)nc2s1
25	1.0	?	1%	0%	0%	6%	-12%	24%	-13%	O=C(Nc1cccc(OC(=O)c2ccco2)c1)c1ccco1
26	0.4	0%	.	3%	-10%	.	.	.	-2%	Cn1c(SCC(=O)N=Nc2c(O)[nH]c3ccccc23)nc2ccccc21
27	0.4	-2%	-8%	1%	1%	5%	.	3%	-10%	CN(CCC(=O)Nc1ccc(Br)cc1)Cc1ccccc1
28	-1.7	.	1%	1%	5%	-2%	-12%	10%	?	FC(F)(F)c1cc(-c2cccc(Br)c2)nc2ncnn12
29	0.6	-2%	-19%	-1%	-2%	2%	-3%	38%[activator]	?	Cc1ccc(NC(=S)N2CCCC(O)C2)cc1 (centres undefined)
30	-0.3	5%	-19%	4%	2%	5%	-4%	91%[activator]	-16%	c1ccc(-c2nnc(-c3ccccn3)nc2NC2CCCCC2)cc1
31	0.7	-1%	-5%	0%	5%	3%	-17%	4%	-8%	COc1ccccc1/C=N/n1c(N)c(S(=O)(=O)c2cccs2)c2nc3ccccc3nc21
32	0.0	2%	-4%	-4%	-2%	-2%	8%	-7%	3%	Cc1ccc(C)c(NC(=O)CN(C)C(=O)COc2ncnc3sccc23)c1
33	-0.4	-1%[12.4 µM]	-7%	1%	3%	16%	11%	23%	5%	CCOc1ccc(N2CC(C(=O)NCCc3ccc(F)cc3)CC2=O)cc1 (centres undefined)
34	-0.7	2%	-3%	-2%	-3%	-5%	-9%	2%	-14%	O=C(N/N=C/c1cc([N+](=O)[O-])ccc1O)c1ccc2c(c1)OCCO2
35	0.6	-2%	-12%	-1%	12%	-2%	-17%	?	-16%	CCn1nc([N+](=O)[O-])c(C(C#N)c2nc3ccccc3n2C)c(Cl)c1=O (centres undefined)
36	0.0	24%	9%	-3%	4%	6%	66%	-14%	-11%	O=C(O)c1ccc(N/N=C/c2c(F)cccc2Cl)cc1
37	.	.	4%	.	.	-7%	127%[activator]	5%	.	O=C(Nc1csc(Cl)c1)c1ccccc1
38	-0.1	-2%	-22%	-4%	1%	-3%	3%	33%[activator]	-5%	Cn1nnnc1SCC(=O)Nc1ccc2c(c1)OCCO2
39	0.2	-3%	-10%	-5%	4%	7%	47%[activator]	64%[activator]	1%	COC(=O)C1=C(Nc2ccccc2NS(=O)(=O)c2ccc(C(F)(F)F)cc2Cl)CSC1
40	-0.2	-5%	-1%	-2%	11%	6%	24%	25%	?	CCOC(=O)C(CC)n1cnc2c(nnn2-c2ccc(C)cc2)c1=O (centres undefined)

# The last five compounds of the part before come first, to join the parts:
entry	TRHR agonist	APEX1 inh	Pol kappa inh	BLM inh	POLB inh	ERG-DNA inh	12-LOX inh	POLI inh	Apoferritin bind	Compound
36	0.0	24%	9%	-3%	4%	6%	66%	-14%	-11%	O=C(O)c1ccc(N/N=C/c2c(F)cccc2Cl)cc1
37	.	.	4%	.	.	-7%	127%[activator]	5%	.	O=C(Nc1csc(Cl)c1)c1ccccc1
38	-0.1	-2%	-22%	-4%	1%	-3%	3%	33%[activator]	-5%	Cn1nnnc1SCC(=O)Nc1ccc2c(c1)OCCO2
39	0.2	-3%	-10%	-5%	4%	7%	47%[activator]	64%[activator]	1%	COC(=O)C1=C(Nc2ccccc2NS(=O)(=O)c2ccc(C(F)(F)F)cc2Cl)CSC1
40	-0.2	-5%	-1%	-2%	11%	6%	24%	25%	?	CCOC(=O)C(CC)n1cnc2c(nnn2-c2ccc(C)cc2)c1=O (centres undefined)
41	-1.0	-4%	-4%	-8%	0%	-15%	8%	19%	?	COc1ccc(C(=O)NCc2ccc(-n3cccc3)cc2)cc1OC
42	0.2	.	-3%	?	-10%	1%	-8%	10%	2%	COc1ccc(-c2nc3ccccc3s2)cc1NC(=O)c1cccc([N+](=O)[O-])c1C
43	0.7	-3%	-5%	-6%	0%	-2%	14%	16%	-6%	Cn1nccc1NC(=O)COCC(=O)O
44	0.2	-7%	7%[60.1 µM]	2%	-1%	9%	4%	?	-2%	O=C(NCc1ccc(Cl)cc1)c1cc([N+](=O)[O-])ccc1Cl
45	-0.7	33%	-5%	-5%	?	12%	16%	14%	-20%	CC(C)NC(=O)CSc1nc2sccc2c(=O)n1-c1ccccc1

# Compound profiles (already shown). Screens in order: TRHR agonist	APEX1 inh	Pol kappa inh	BLM inh	POLB inh	ERG-DNA inh	12-LOX inh	POLI inh	Apoferritin bind
# COc1ccc(-c2nc3ccccc3s2)cc1NC(=O)c1cccc([N+](=O)[O-])c1C is listed with 0.2	.	-3%	?	-10%	1%	-8%	10%	2%
# O=C(NCc1ccc(Cl)cc1)c1cc([N+](=O)[O-])ccc1Cl is listed with 0.2	-7%	7%[60.1 µM]	2%	-1%	9%	4%	?	-2%
# CC(C)NC(=O)CSc1nc2sccc2c(=O)n1-c1ccccc1 is listed with -0.7	33%	-5%	-5%	?	12%	16%	14%	-20%

# Compound activity as filed in PubChem BioAssay.
